Screens (PubChem)
TNAP act hiacc = TNAP activators at high phosphate acceptor level, primary screen, biochemical, luminescence, uHTS; Alkaline phosphatase, tissue-nonspecific isozyme (Homo sapiens), P05186; purified TNAP, CDP-star luminescence, 1 M DEA, 30 min; stronger effect = higher value; 0 = EDTA background, 1 = DMSO-only activity; activation factor at 20 µM; 200,000 tested, under 10 active;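 active = activation factor at least 2 at 20 µM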
Target sequence (P05186 whole entry, looked up): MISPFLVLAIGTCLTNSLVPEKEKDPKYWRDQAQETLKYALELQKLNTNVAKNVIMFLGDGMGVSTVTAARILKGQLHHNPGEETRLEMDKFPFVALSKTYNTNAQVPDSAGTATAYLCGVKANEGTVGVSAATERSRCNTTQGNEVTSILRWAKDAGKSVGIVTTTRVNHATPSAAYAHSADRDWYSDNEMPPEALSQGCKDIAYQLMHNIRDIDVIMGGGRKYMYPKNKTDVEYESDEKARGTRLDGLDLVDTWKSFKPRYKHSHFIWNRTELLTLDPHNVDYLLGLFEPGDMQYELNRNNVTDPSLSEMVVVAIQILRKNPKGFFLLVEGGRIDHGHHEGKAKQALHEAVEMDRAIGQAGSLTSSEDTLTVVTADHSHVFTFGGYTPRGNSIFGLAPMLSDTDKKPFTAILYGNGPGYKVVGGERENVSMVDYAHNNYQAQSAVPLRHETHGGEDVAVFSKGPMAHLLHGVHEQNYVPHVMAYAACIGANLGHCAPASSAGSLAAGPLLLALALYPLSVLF
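system = human TNAP | amount = enzyme diluted 1/800 final | reagent = 100 µM CDP-star substrate | signal = luminescent substrate turnover signal | dosing = one dose, 20 µM | benchmarks = EDTA negative control, DMSO positive control | measure = activation factor | timing = 30 min reaction, room temperature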
NF-kB neuron act = activators of NF-kB expression in neurons, primary screen, cell-based, HTS; fold change at 12.5 µM; human neuronal cells, NF-kB reporter expression; stronger effect = higher value; hit rate 1.6% among 190,000; AID 1239, 2008; in the data active = fold change above about 3.3
FLuc stim CS = FLuc activators, initial screening, artefact control for FLuc-dependent activation tests, biochemical, ATPlite luminescence; AID 1027, 2008; activation factor at 10 µM; 200,000 tested, under 10 active; ATPlite luciferase biochemical, 10 min; 0 = ATP-free wells, 1 = DMSO control; Luciferin 4-monooxygenase (Photinus pyralis), P08659;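 active = luciferase activation factor, scaled between plate controls, of at least 2 with compound at 10 µM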
Target sequence (P08659 whole entry, looked up): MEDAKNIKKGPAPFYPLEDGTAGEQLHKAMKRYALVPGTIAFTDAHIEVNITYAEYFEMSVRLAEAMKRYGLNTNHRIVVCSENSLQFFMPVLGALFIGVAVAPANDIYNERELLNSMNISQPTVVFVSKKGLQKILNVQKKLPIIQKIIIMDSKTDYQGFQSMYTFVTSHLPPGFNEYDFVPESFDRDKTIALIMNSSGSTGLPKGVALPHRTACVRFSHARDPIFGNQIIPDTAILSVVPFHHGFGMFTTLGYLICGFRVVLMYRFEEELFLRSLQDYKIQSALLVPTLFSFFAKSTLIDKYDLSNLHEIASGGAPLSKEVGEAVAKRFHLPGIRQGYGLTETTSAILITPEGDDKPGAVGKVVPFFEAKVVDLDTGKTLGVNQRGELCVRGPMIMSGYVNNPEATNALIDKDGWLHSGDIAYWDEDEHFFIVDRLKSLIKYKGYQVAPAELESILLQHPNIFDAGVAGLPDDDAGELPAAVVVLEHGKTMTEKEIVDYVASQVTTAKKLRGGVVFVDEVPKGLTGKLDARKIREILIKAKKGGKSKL
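Material: Luciferase/luciferin reagent mix | Doses: Test compounds dosed from 2 mM stocks in 100% DMSO | Timing: 10 min incubation after luciferase reagent addition, room temperature | Measured by: Luminescence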
TNAP inh hi DEA = human TNAP enzyme inhibitors, primary screen, biochemical, luminescent, high phosphate acceptor level, uHTS; Alkaline phosphatase, tissue-nonspecific isozyme (Homo sapiens), P05186; purified TNAP, CDP-star luminescence, 1 M DEA; inhibition, % at 20 µM; hit rate 0.03% among 200,000;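 active = over 50% inhibition of tissue-nonspecific alkaline phosphatase at 20 µM in the single-dose screen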;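 also: plate controls were DMSO wells for no effect and EDTA-quenched wells as full inhibition for full effect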
APP 5'UTR act = activators of APP 5'UTR luciferase reporter, primary screen, SH-SY5Y cells. SH-SY5Y APP 5'UTR luciferase reporter, luminescence; zero percent = DMSO vehicle wells. activation, % at 2 µM. hit rate 1% among 190,000;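 active = activation above a set limit, based on mean plus 3 SD of controls, cut at about 140% in these data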; also: values of inactives mirror those of a sister screen read the other way
PMI act satM6P = human PMI activators, high substrate, primary screen, biochemical, fluorescence intensity, near-saturating mannose 6-phosphate. hit rate 0.34% among 190,000. coupled PMI enzyme assay, resazurin fluorescence, 20 min; stronger effect = higher value; 1 = untreated enzyme, 0 = substrate-free blank. activation factor at 20 µM. Mannose-6-phosphate isomerase (Homo sapiens), P34949. AID 1216, 2008;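 active = activation factor of 2 or more at 20 µM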
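Material: human phosphomannose isomerase with PGI, G6PDH, diaphorase coupling enzymes. Quantity: 15 ng/mL PMI. Medium: HEPES pH 7.4 buffer with MgCl2 and Tween-20. Reagent: Near-saturating mannose-6-phosphate, 1.0 mM. Compound: 20 µM single dose. Times: enzyme reaction with compound 20 min at room temperature. Detection: resorufin fluorescence at Ex 544/Em 590 nm.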
PMI activator = activators of human PMI, primary screen, biochemical, fluorescence intensity, near-Km mannose 6-phosphate. Mannose-6-phosphate isomerase (Homo sapiens), P34949. purified human PMI, coupled resazurin fluorescence, 20 min; stronger effect = higher value; 1 = vehicle control, 0 substrate-free wells. activation factor at 20 µM. hit rate 0.005% among 190,000;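 active = activation factor of 2 or more at 20 µM, relative to plate controls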
TNAP inh no acc = human TNAP enzyme inhibitors, primary screen, biochemical, luminescent, no phosphate acceptor, uHTS | purified TNAP, CDP-star luminescence, 30 min | Alkaline phosphatase, tissue-nonspecific isozyme (Homo sapiens), P05186 | inhibition, % at 20 µM | hit rate 0.26% among 200,000;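 active = tissue-nonspecific alkaline phosphatase inhibition above about 50% at 20 µM in the single-dose screen, limit read from the data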;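 also: 0% = DMSO negative control and 100% = EDTA positive control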
bIAP act = bovine intestinal alkaline phosphatase activators, primary screen, biochemical, bovine IAP, CDP-star luminescence. alkaline phosphatase, intestinal [Bos taurus]. purified bovine IAP, 30 min; stronger effect = higher value; fold of DMSO-control signal, blank-subtracted. activation factor at 20 µM. hit rate 0.17% among 200,000. AID 1016, 2008;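 active = activation factor of 2 or more at 20 µM, a signal rise over negative controls twice the positive control's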
FLuc inhib CS = firefly luciferase enzyme inhibitors, primary screen, artefact control for luciferase-based inhibitor screens, biochemical, luminescence, ATPLite. 10 min. inhibition, % at 10 µM. hit rate 1.5% among 200,000;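 active = inhibition above about 50% when tested at 10 µM, limit read from the data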
* marks the source's active call; other numbers are inactive results; · = not tested or not shown.

SMILES	TNAP act hiacc	NF-kB neuron act	FLuc stim CS	TNAP inh hi DEA	APP 5'UTR act	PMI act satM6P	PMI activator	TNAP inh no acc	bIAP act	FLuc inhib CS
COc1ccc(CCNC(=O)C(=O)NCC2CCCO2)cc1OC (stereo not given)	1	1.1	1	5	-5	1	1	-4	1	3
Nc1cc(N)nc(SCC(=O)NNC(=O)c2ccc(Cl)cc2)n1	1	1.2	1	-3	7	1	0.9	-10	1.1	-3
Nc1cc(N2CCCCC2)c([N+](=O)[O-])cc1Cl	0.9	1.2	1	8	9	0.7	0.7	-7	1	0
O=C(Nc1ccccc1N(C(=O)c1ccco1)S(=O)(=O)c1cccs1)c1ccco1	1	1.6	1	-2	2	1	1	-23	0.9	-4
CCOC(=O)c1ccc2c(c1)nc(SCC(=O)c1ccco1)n2CC	1	1.4	1	-4	8	1	1	-5	1	-3
CC1(C)Cc2ccccc2C(=NCCCC(=O)O)N1	1	1.1	1	4	3	1	0.9	-4	1	-4
Cc1ccc(CNC(=O)COC(=O)c2ccc(Cl)c(N)c2)cc1	1	0.91	1	1	-8	0.5	0.7	3	1	0
COc1ccc(/C=N/NC(=O)c2cccc([N+](=O)[O-])c2)cc1OC(=O)c1ccccc1	1	1	1	-2	2	0.8	0.8	-2	1.1	-4
CSc1nnnn1-c1ccc(C(=O)O)cc1	1	0.89	1.1	-2	6	1	1.1	4	1	-8
O=S(=O)(c1ccc(N2CCOCC2)cc1)N1CCOCC1	1.1	1.1	1	-6	-34	1	0.9	-12	1	-3
CCOc1ccc(N2C(=O)CC(N(CCc3ccc(OC)cc3)C(=O)/C=C/C(=O)O)C2=O)cc1 (stereo not given)	1	1.1	1	-2	-7	1	0.9	-2	1.2	1
Cc1ccc(C(C)C)c(OCC(=O)Nc2ccc3c(c2)nc(CN2CCCC2)n3C)c1	1	0.97	1	-4	12	0.9	0.9	-9	1.4	-3
CC1CN(c2nc3c(c(=O)[nH]c(=O)n3C)n2Cc2ccccc2F)CC(C)O1 (stereo not given)	1	1.1	1	4	3	1	1.1	20	1.1	0
CCCc1nc(C)c(-c2ccc(OC)c(OC)c2)c(=O)[nH]1	1	1.2	1.1	4	-12	1	1	-5	1	-5
Cc1cc(C)c2c(-n3cccc3)nn(C)c2n1	1	0.85	1	-4	12	1	0.9	-2	1	2
CCCC(=O)OCC(=O)Nc1ccc(OC(F)F)cc1	1.1	1.1	0.9	-5	-12	0.9	0.9	-11	0.9	6
CCCCNC(=O)OCCNC(=O)NC	1	1.2	1.1	-1	-4	1	1	-11	0.9	-5
CC1Cc2ccccc2N1C(=O)CSc1nc2ccccc2s1 (stereo not given)	1	1	1	-2	-1	0.9	0.9	-6	0.8	-2
COc1ccc([N+](=O)[O-])cc1N(CC(=O)NC1CCCCC1)S(C)(=O)=O	1	1.6	1.1	-5	23	1	1	-12	1	-8
COC(=O)c1c(-c2ccccc2Cl)noc1/C=C/N(C)C	1	1.3	1	-3	-20	1.1	1	-5	1	-1
COc1ccc(OC)c(-n2c(=S)[nH]c3cc(C(=O)N4CCC(C(N)=O)CC4)ccc3c2=O)c1	1	1.3	1.1	-3	-6	1	1	3	0.9	-7
Cc1cccc(NCC(=O)N/N=C/c2cccc(Br)c2)c1	1	1.1	1	4	-1	1.1	1	0	1	2
COc1ccc(NC(=O)C(=O)N2N=C(C(C)C)CC2(O)C(F)(F)F)cc1 (stereo not given)	1.1	1.1	1	-5	-16	1	1	-16	1	-5
CC(C)N(CCNC(=O)C1CCC(=O)N1Cc1ccc(F)cc1)Cc1ccccc1 (stereo not given)	1.1	1.1	1.1	-6	·	1.1	1	-12	1	-7
C=CCSc1ncnc2sc(C)c(C)c12	1	1.1	1	0	2	0.9	0.9	-2	0.7	-2
Cc1ccccc1OCC(=O)NCC(=O)N/N=C/C=C/c1ccccc1	1	1.1	1.1	-4	-12	1	1	-6	1	-7
O=C(CC1C(=O)NCCN1Cc1ccc(-c2ccccc2)cc1)NCCCn1cccn1 (stereo not given)	1.1	1.6	1	-6	-2	0.8	1	-14	1.1	-5
CCn1c(O)c(N=NC(=O)c2cccs2)c2ccccc21	1	0.93	0.7	-1	5	1	1.1	8	1	30
O=C(OCCCC(=O)N1CCOCC1)c1ccccc1	1.1	1.2	1.1	-5	12	1	1	-1	1	-10
C/C(=N\NC(=O)c1cccc(S(=O)(=O)N2CCCC2)c1)c1ccco1	1	1.1	1	-5	-9	0.9	1	-20	1.2	-1
CC1CC1C(=O)OCC(=O)Nc1cccc([N+](=O)[O-])c1 (stereo not given)	1.1	1.4	1.1	-7	-21	1	1	-10	0.9	-5
O=C(OCc1cccc([N+](=O)[O-])c1)c1ccc2ccccc2n1	1	1.2	1	-2	19	1	1	5	1.1	1
O=C(Nc1ccc(F)cc1F)c1cncc(Br)c1	1	0.96	1	-4	11	0.9	0.9	-11	0.9	-3
C=CCn1c(SCC(=O)Nc2cc(C)on2)nc2sc(C)c(C)c2c1=O	1	1.1	1.1	-3	-14	1	1.1	-23	0.9	-7
COC(=O)c1ccc(COc2ccc3c(C)c(C)c(=O)oc3c2)o1	1	1.4	1	3	8	1	1.1	-4	1	5
CS(=O)(=O)N1CCCC(C(=O)NCCN2CCC(Cc3ccccc3)CC2)C1 (stereo not given)	1	1	1.1	-4	7	0.9	0.9	-16	0.9	-6
COc1ccc(C(=O)NNC(=O)CSc2nc3c(c(=O)n(C)c(=O)n3C)n2C)cc1	1	0.92	1	-5	2	1	0.9	-15	1	-3
CCOC(=O)c1nn(-c2ccc3c(c2)CCN3C(C)=O)cc1O	1	1.6	0.4	-2	125	0.8	0.9	-3	1	61*
CCn1c(=O)cc(SCC(=O)NCCCN2CCN(c3ccccc3F)CC2)c2ccccc21	1	0.58	1.1	-4	-11	1.1	1.1	-8	1.1	-5
NS(=O)(=O)c1ccc2c(c1)oc(=O)c1cc(S(N)(=O)=O)ccc12	1.1	1	1	-5	11	0.7	0.9	18	0.9	-1

Ordered by length of the SMILES (rising): 3 of the compounds above
SMILES	TNAP act hiacc	NF-kB neuron act	FLuc stim CS	TNAP inh hi DEA	APP 5'UTR act	PMI act satM6P	PMI activator	TNAP inh no acc	bIAP act	FLuc inhib CS
CCn1c(O)c(N=NC(=O)c2cccs2)c2ccccc21	1	0.93	0.7	-1	5	1	1.1	8	1	30
C/C(=N\NC(=O)c1cccc(S(=O)(=O)N2CCCC2)c1)c1ccco1	1	1.1	1	-5	-9	0.9	1	-20	1.2	-1
CCn1c(=O)cc(SCC(=O)NCCCN2CCN(c3ccccc3F)CC2)c2ccccc21	1	0.58	1.1	-4	-11	1.1	1.1	-8	1.1	-5

(listing goes on)
SMILES	TNAP act hiacc	NF-kB neuron act	FLuc stim CS	TNAP inh hi DEA	APP 5'UTR act	PMI act satM6P	PMI activator	TNAP inh no acc	bIAP act	FLuc inhib CS
Cc1ccc(NC(=O)C2CCCN2C(=O)NCc2ccccc2)cc1 (stereo not given)	1.1	0.98	1.1	-6	2	0.9	0.9	-6	0.9	-8
COC(=O)c1cc(OC)c(OC)cc1NC(=S)N1CCN(c2ccccn2)CC1	1	0.99	1	-4	-14	0.9	0.9	-11	1.2	0
c1ccc(Nc2ccc3c4c(cccc24)CC3)cc1	1	1.1	1	-1	-1	0.8	0.9	-11	1.2	-3
CCN(CC)c1ccc2cc(C(N)=O)c(=O)oc2c1	0.9	1.8	0.8	12	12	0.8	1	-4	1	19
Cn1c2ccccc2c2cc(C(=O)NNS(=O)(=O)c3ccc(F)cc3)sc21	1.1	1.2	1.1	-5	-9	0.9	0.9	-25	0.9	-6
CCN1C(=O)/C(=C\c2ccco2)C(C(=O)OC)=C1C	1	0.95	1.1	4	-6	1	1	-1	0.8	-9
CC(C)CCNc1cc(=O)n(C)c(=O)n1C	1.1	0.93	1.1	-5	-1	1	0.9	-6	0.9	-10
Cc1cc(C(F)F)n2nc(C(=O)Nc3sc4c(c3C#N)CCC4)nc2n1	1	1.4	1	4	-2	1	1	-2	0.9	-4
O=C(O)c1ccc(-c2ccc(/C=C3\NC(=O)N(Cc4ccc(Cl)cc4)C3=O)o2)cc1Cl	1	1	1	3	-4	1.4	1.4	2	1.2	-1
CC(C)(C)NC(=O)COc1ccccc1C#N	1	1.2	1	1	-10	1	1	-2	1.1	-4
COc1cccc(C(C(=O)NC(C)(C)C)N(CC(C)C)C(=O)CCC(=O)Nc2cc(C)on2)c1OC (stereo not given)	1.1	1	1	-8	-3	0.9	0.8	-10	1.2	-4
O=C1NC(=O)C(CC(=O)N(Cc2cccs2)C2(C(=O)NC3CCCC3)CCCCC2)N1 (stereo not given)	1	1.1	1.1	-1	-4	1.1	1	-12	0.8	-8
Cc1ccc(S(=O)(=O)Nc2cc(Cl)c(O)cc2C)cc1	1	0.94	1	0	-2	0.8	0.8	-1	0.9	-5
CNC(=O)C1CC(=O)N(CCc2ccccc2)C(=Nc2ccc(OC)cc2)S1 (stereo not given)	1.1	0.94	1	-5	-6	1.1	1.1	-6	1.3	-3
CCOc1ccccc1Oc1c(C)oc2c(CN3CCN(CCO)CC3)c(O)ccc2c1=O	1	1.1	1	2	-2	0.9	0.9	-1	1	1
CC(C)(C)n1nc2c(c1NC(=O)c1ccc(S(=O)(=O)N3CCCCC3)cc1)CS(=O)C2 (stereo not given)	1.1	1	1	-6	-1	1	1	-7	1	1
Cc1cc(CCN2CCC(=O)NC2=S)ccc1OC(C)C	1.1	0.94	1	-8	-1	1	1	-11	0.9	-2
CCCNc1[nH]c(=O)n(C)c(=O)c1N=O	1	1.1	1	-2	-4	1	1	-8	1	-5
O=C(COC(=O)CCC(=O)c1cccs1)NCc1ccc(Cl)cc1	0.9	1.2	1	7	21	1.1	1.1	2	0.8	5
O=C(Nc1nnc(Cc2ccc(Cl)cc2)s1)c1ccco1	1.1	1.3	1	-5	-3	1	1	-15	0.9	-1
CCN1C(=O)C(NC(C)=O)c2cc(OC)ccc21 (stereo not given)	1.1	0.94	1.1	-5	-10	1	1.1	-12	0.9	-12

Reprinted at random: 2 compounds from above.
SMILES	TNAP act hiacc	NF-kB neuron act	FLuc stim CS	TNAP inh hi DEA	APP 5'UTR act	PMI act satM6P	PMI activator	TNAP inh no acc	bIAP act	FLuc inhib CS
O=C(Nc1nnc(Cc2ccc(Cl)cc2)s1)c1ccco1	1.1	1.3	1	-5	-3	1	1	-15	0.9	-1
O=C(O)c1ccc(-c2ccc(/C=C3\NC(=O)N(Cc4ccc(Cl)cc4)C3=O)o2)cc1Cl	1	1	1	3	-4	1.4	1.4	2	1.2	-1
